# Screening results: PubChem, National Center for Advancing Translational Sciences (NCATS)
# 12-LOX inh = ALOX12 (human) lipoxygenase inhibition; purified 12hLO, xylenol orange hydroperoxide absorbance; Potency, µM (doses to about 108 µM), for the others: at the top dose activity change, negative = inhibition, hits mostly inhibitors; 1.1% of 580,000 active; active = well fitted inhibition curve with a large enough effect; inconclusive = small, poorly fitted or top-dose-only effect, or another doubt; inactive = no such curve, though single readings can be large or run the other way
# Target sequence (P18054 whole entry, looked up): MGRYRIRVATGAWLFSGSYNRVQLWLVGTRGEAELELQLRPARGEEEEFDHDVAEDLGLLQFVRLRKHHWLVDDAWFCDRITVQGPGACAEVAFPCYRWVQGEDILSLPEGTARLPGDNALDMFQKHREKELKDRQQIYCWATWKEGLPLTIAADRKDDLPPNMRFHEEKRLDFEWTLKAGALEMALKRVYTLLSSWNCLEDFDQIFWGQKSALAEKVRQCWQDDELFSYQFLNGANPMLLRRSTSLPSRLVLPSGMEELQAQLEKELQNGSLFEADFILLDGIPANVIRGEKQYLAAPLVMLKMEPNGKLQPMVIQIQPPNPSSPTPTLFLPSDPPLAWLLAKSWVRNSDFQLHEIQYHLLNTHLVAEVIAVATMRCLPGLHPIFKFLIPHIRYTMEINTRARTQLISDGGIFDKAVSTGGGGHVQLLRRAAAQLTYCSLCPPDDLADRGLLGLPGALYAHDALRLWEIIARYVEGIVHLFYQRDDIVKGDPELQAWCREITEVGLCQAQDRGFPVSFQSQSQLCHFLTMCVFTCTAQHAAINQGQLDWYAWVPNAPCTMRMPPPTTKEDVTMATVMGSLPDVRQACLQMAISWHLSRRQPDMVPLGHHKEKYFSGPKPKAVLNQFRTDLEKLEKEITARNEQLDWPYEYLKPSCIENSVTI
#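 Purified human 12hLO at 150 nM in 25 mM Hepes, 0.01% Triton X-100, pH 7.0, preincubated 15 min at room temperature with compound. Reaction started with 40 uM arachidonic acid, 30 min at room temperature. Hydroperoxide measured by Fe-xylenol orange, 573/405 nm absorbance ratio.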
# The depositor's hits bear a star; ? = inconclusive; & = joins results of further samples; [ ] = another dose, or the depositor's remark. % is scaled to controls: 0 for no effect and ±100 for the full control effect; potency is read from the fitted curve at half-maximal effect. Only part of the results is shown; the hit share may differ from the screen's.
SMILES,12-LOX inh
O=C(c1nc(-c2ccc(Cl)nc2)c2cnccn12)N1CCOCC1,1.4%[6.33 µM]
CS(=O)(=O)N1CCc2ccc(C(=O)NCc3ccc(N4CCCCC4)cc3)cc21,?
Cc1cc(C)c(CNC(=O)c2cc(-c3cccc4[nH]ccc34)cc3ncn(C)c23)c(=O)[nH]1,29.5%[176 µM]
C[S+](=O)([O-])N1CCC2(CC1)C(=NC1CCCCC1)NC(=O)N2c1cccnc1,8.0%
COCCN1CCCC2(CCN(C(=O)COc3cccc(C)c3C)C2)C1=O (stereo unspecified),59.0%
COc1ccc2[nH]c3c(c2c1)CCNC31CCN(S(=O)(=O)c2cn(C)cn2)CC1,21.9%
CC(C)CC(=O)N1CCc2nnc([C@@H]3C[C@@H](O)CN3C(C)C)n2CC1,15.9%
O=C(NCc1ccccn1)C1CCN(Cc2cc3n(n2)CCCNC3)CC1,?
C[S+](=O)([O-])N1CC2(CCCN2CC2CC2)Cc2ccccc21 (stereo unspecified),6.7%[6.33 µM]
CCc1ccc(CN2CCN(Cc3ccc(F)c(F)c3)C(CCO)C2)o1 (stereo unspecified),26.9%
O=C(C1CCCC1)N1CCn2c(nn(-c3ccc(F)cc3)c2=O)C1,27.5%[176 µM]
O=S1(=O)CCN(Cc2cn(C[C@H]3C[C@@H](NCc4cccnc4)[C@H](O)[C@@H]3O)nn2)CC1,?
COC(=O)C1=C(C)N(Cc2ccc(C(F)(F)F)cc2)C(=NCc2ccccc2C(F)(F)F)NC1c1cccc(Cl)c1 (stereo unspecified),-27.9%
CCc1ccc(Cn2nc(C3CC3)nc2-c2cnn(C)c2)cc1,-14.1%
Cc1cc(=O)n(CCN2CCOCC2)c(N2CCCC2)n1,31.3%
COc1ccc(CCC(=O)N2CC[C@H](CO)[C@H](NC(=O)C3CC3)C2)cc1,29.8%
CN(CC1(CO)CCC1)C(=O)c1cc(COc2ccccc2F)[nH]n1,6.1%
COc1ccc(-n2nc(C3CCCN(C(=O)c4ccc(C)cc4)C3)[nH]c2=O)cc1 (stereo unspecified),-0.2%
CC(=O)N1CCN(CC[C@H]2CN(C(=O)c3cccs3)CC[C@H]2CC(=O)O)CC1,0.7%[176 µM]
COc1ccc(NC(=O)CN2C(=O)NC3(CCC(C)CC3)C2=O)cc1OC (stereo unspecified),20.7%
CCOc1ccc(CC(=O)N2CCC(n3cc(-c4nc(-c5ccccc5)no4)nn3)C2)cc1 (stereo unspecified),5.3%
Cc1cc(C)nc(SCc2ccc(C(=O)N3CC[C@@](C)(O)[C@@H](O)C3)o2)n1,?
CCCS(=O)(=O)N1CCc2c(sc3ncnc(N(C)C)c23)C1,8.7%
CC(=O)N1CC(CO)C2(CCN(Cc3cccc(C#N)c3)CC2)C1 (stereo unspecified),23.9%
Cc1ccc(C)c(NC(=O)Cn2c(N3CCC(C)CC3)nc(C)cc2=O)c1,44.0%[activator]

# 16 neighbouring records from above:
SMILES,12-LOX inh
O=C(NCc1ccccn1)C1CCN(Cc2cc3n(n2)CCCNC3)CC1,?
C[S+](=O)([O-])N1CC2(CCCN2CC2CC2)Cc2ccccc21 (stereo unspecified),6.7%[6.33 µM]
CCc1ccc(CN2CCN(Cc3ccc(F)c(F)c3)C(CCO)C2)o1 (stereo unspecified),26.9%
O=C(C1CCCC1)N1CCn2c(nn(-c3ccc(F)cc3)c2=O)C1,27.5%[176 µM]
O=S1(=O)CCN(Cc2cn(C[C@H]3C[C@@H](NCc4cccnc4)[C@H](O)[C@@H]3O)nn2)CC1,?
COC(=O)C1=C(C)N(Cc2ccc(C(F)(F)F)cc2)C(=NCc2ccccc2C(F)(F)F)NC1c1cccc(Cl)c1 (stereo unspecified),-27.9%
CCc1ccc(Cn2nc(C3CC3)nc2-c2cnn(C)c2)cc1,-14.1%
Cc1cc(=O)n(CCN2CCOCC2)c(N2CCCC2)n1,31.3%
COc1ccc(CCC(=O)N2CC[C@H](CO)[C@H](NC(=O)C3CC3)C2)cc1,29.8%
CN(CC1(CO)CCC1)C(=O)c1cc(COc2ccccc2F)[nH]n1,6.1%
COc1ccc(-n2nc(C3CCCN(C(=O)c4ccc(C)cc4)C3)[nH]c2=O)cc1 (stereo unspecified),-0.2%
CC(=O)N1CCN(CC[C@H]2CN(C(=O)c3cccs3)CC[C@H]2CC(=O)O)CC1,0.7%[176 µM]
COc1ccc(NC(=O)CN2C(=O)NC3(CCC(C)CC3)C2=O)cc1OC (stereo unspecified),20.7%
CCOc1ccc(CC(=O)N2CCC(n3cc(-c4nc(-c5ccccc5)no4)nn3)C2)cc1 (stereo unspecified),5.3%
Cc1cc(C)nc(SCc2ccc(C(=O)N3CC[C@@](C)(O)[C@@H](O)C3)o2)n1,?
CCCS(=O)(=O)N1CCc2c(sc3ncnc(N(C)C)c23)C1,8.7%

# (further entries)
SMILES,12-LOX inh
CCC[C@H]1[C@@H](NS(=O)(=O)c2ccc(Br)cc2)CC[C@@]23CCCN2C(=O)CCC[C@@H]13,?
O=C1CCC2(CCNCC2)CN1CCCNc1cccnc1,4.9%
Cc1[nH]c2ccccc2c1CC(=O)Nc1ccc(Nc2ccccc2)cc1,?
O=C(NCCCc1ccccc1)c1ccc(N2CC3CC(C2)[C@H]2CCCC(=O)N2C3)nc1 (stereo partly specified),27.4%
O=C(N[C@H](c1ccccn1)C1CC(O)C1)c1cccc(Cn2cccn2)c1 (stereo partly specified),-1.2%
N#Cc1ccc(C(=O)N2CCC(Cc3nc(-c4cccnc4)n[nH]3)C2)cc1 (stereo unspecified),24.4%
CC(=O)N1CCNc2cc(-c3ccc(Oc4ccccc4)cc3)ncc2C1,-1.3%[176 µM]
CN(C)CCN(C)C(=O)c1cc(-c2ccccc2F)cc2c1OCCN2Cc1cccnc1,1.3%
Cc1ccc2nc3n(c2c1)[C@@H](CNS(=O)(=O)Cc1ccccc1)COC3,1.6%[176 µM]
CN(C)c1ccc(CN2CCC3(C2)C(=O)N(C)c2ccccc23)cc1 (stereo unspecified),25.3%[176 µM]
O=C(Nc1cccc(C(F)(F)F)c1)c1cnc2c(c1)N(Cc1ccccc1)CCC2,69.0%[activator][176 µM]
O=C(Nc1ccccc1)C1CCN(C(=O)c2ncn3c2COC(c2ccc(F)cc2)C3)CC1 (stereo unspecified),8.3%
Cc1ccc(OCC(=O)N2CCC(Cc3nc(-c4ccccc4)no3)CC2)cc1,-5.4%
O=C1NC2(CCN(C(=O)OCc3ccccc3)C2)N=C1c1cccnc1 (stereo unspecified),0.7%
COc1nc2c(cc1CNC(=O)c1c(C)cccc1C)C(=O)N(C1CCCC1)C2,12.5%
COCC1CN(C(C)=O)CC12CCN(S(=O)(=O)C(C)C)CC2 (stereo unspecified),40.7%[activator]
c1cc2c(cc1CN1CCCCC1)CNCCO2,74.1%[activator]
COc1ccccc1CCC(=O)N1CCN(c2cc(-c3ccccc3)[nH]n2)CC1,0.2%
O=C(c1ccccc1OC1CCN(Cc2ccccn2)CC1)N1CCCC(O)C1 (stereo unspecified),36.9%[activator]
CC(=O)N1CCc2[nH]cnc2C12CCN(C(=O)CCn1nnnc1C)CC2,3.0%
Cc1cc2ncc(C(=O)NCC(F)F)cn2n1,-2.4%[176 µM]
COCCOCC1(CNCC2CC2)C[C@@H](O)[C@@H](O)C1 (stereo partly specified),41.8%[176 µM]
NC(=O)Cc1c[nH]c2ncc(-c3ccccc3Oc3ccccc3)cc12,?
O[C@H]1[C@H](NCc2ccc(Cl)cc2)[C@@H](c2ccc(N3CCOCC3)nc2)C[C@H]1O,-0.4%[176 µM]
O=C(NCCC1=CCCCC1)C1CCN(C(=O)N2CC3CC(C2)[C@H]2CCCC(=O)N2C3)CC1 (stereo partly specified),43.6%[activator]

# New compounds follow:
SMILES,12-LOX inh
Cn1cc(C(=O)N2CCC3(CCN(C4CCOCC4)CC3)C(CO)C2)cn1 (stereo unspecified),0.2%
O=C(COc1ccccc1)N1CCC2(CC1)CC(N(C(=O)c1ccccc1)C1CC1)CCO2 (stereo unspecified),34.4%[activator]
CC(C)COc1cc(=O)n2c(c1C(=O)N1CCC(N3CCCCC3)CC1)CCCCC2,30.1%
CCn1ccnc1CN1CCCC(CCc2ccc(OC)cc2)C1 (stereo unspecified),63.4%[activator]
O=C(NC1CCN(c2cc(C(F)(F)F)ncn2)CC1)c1ccccc1Cl,-9.7%
COC(=O)[C@]12C[C@H](CC(=O)NCC3CCCCC3)C(=O)N(Cc3ccc(Cl)cc3Cl)C1=C[C@H](C(C)C)O[C@@H]2C1CC1,-0.7%
O=C(NNC(=O)c1ccc(CNS(=O)(=O)c2ccc(F)c(Cl)c2)cc1)c1ccccc1,?
Cc1csc(Nc2ccc3c(n2)CN(CCOc2ccccc2)C(=O)CO3)n1,52.9%[activator][176 µM]
COCCn1c(CN2CCn3nc(C#N)cc3C2)nnc1C1CC(N)C1 (stereo unspecified),25.5%
Cc1nonc1CN(C)C(=O)c1csc2nc(-c3cccc(C(F)(F)F)c3)cn12,35.3%[activator]
CCCN1C(=O)CCc2cc(NC(=O)c3ccc(OC(F)(F)F)cc3)ccc21,51.6%[activator]
O=C(CCc1ccccc1)NCCC1CCN(C(=O)Nc2ccccc2F)CC1,58.4%[activator]
O=C(O)C[C@@H]1CCN(C(=O)c2ccccc2)C[C@@H]1CCN1C[C@@H]2C[C@H](C1)c1cccc(=O)n1C2,?
CCN1CC2(CCC1=O)CCN(C(=O)c1ccc(OC)c(Cl)c1)CC2,77.4%[activator]
COc1ccc(NC(=O)C2=NO[C@@H]3CN(Cc4ccc(F)cc4)C[C@H]23)cc1,?
COC1C(=O)N(C2CCN(S(=O)(=O)c3cccc(F)c3)CC2)C12CCOCC2 (stereo unspecified),-0.5%
CN(C)C[C@@H]1CN(c2ccccn2)C[C@H]1NC(=O)c1cnco1,42.8%
CC(C)Cc1nc2nccc(-c3cccs3)n2n1,24.0%
CC1=C[C@@H](CNC(=O)c2ccc(C#N)cc2)[C@H](C(C)C)C[C@H]1Cc1nnc(-c2ccncc2)o1,44.9%[activator]
CC(=O)N[C@@H](CO)C(=O)N[C@@H](CC(=O)O)C(=O)N[C@@H](CCCCN)C(=O)N1CCC[C@H]1C(=O)O,-2.9%[22.9 µM]
O=C(c1ccc2c(c1)OCO2)N1CCC(N2CCCC2=O)CC1,20.8%[176 µM]
O=C(c1ccccc1)N1CCc2c(n(Cc3ccccc3)n(-c3ccccc3)c2=O)C1,18.0%[176 µM]
COCCNC(=O)c1c(C)noc1-c1cc(OC)c(OC)c(OC)c1,74.7%[activator]
N#Cc1cccc(N2CCC3(CCC(=O)N(CC4CCCO4)C3)CC2)n1 (stereo unspecified),-5.3%
Cc1nc([C@@H]2CN(C(=O)CCc3c(C)n[nH]c3C)C[C@H]2C(N)=O)n[nH]1,13.4%

# More structures follow.
SMILES,12-LOX inh
COc1ccc(NC(=O)c2nnn3c2CN(Cc2cccc(Cl)c2)C(=O)CC3)c(C)c1,14.3%[176 µM]
COCCCn1c(C)cc(C(=O)N[C@@H]2CN(C)C[C@H]2CN(C)C)c1C,59.7%[activator]
O=C(Nc1ccc(F)cc1)N1CC2CC(C1)[C@H]1CCCC(=O)N1C2 (stereo partly specified),56.7%
COc1ccc(-c2ccc3nnc(CNC(=O)c4ccco4)n3n2)cc1,27.3%
CCn1cc(-c2ccc(F)cc2)cc1C(=O)NCCOC,27.7%
Cn1ccnc1CN1C(=O)CO[C@H](c2ccc(NC(=O)c3ccnc(Cl)c3)cc2)[C@H]1CO,28.2%
COc1ccc(Cn2c(-c3ccc(F)cc3)nc(C)c(CCO)c2=O)cc1F,22.9%
COc1ncc(CN2CCc3c(n(Cc4cccnc4)n(-c4ccccc4)c3=O)C2)cn1,?
COCCN1CCCC2(CCN(c3ccc4ccccc4n3)C2)C1=O (stereo unspecified),72.8%[activator]
Cc1ccc(C2Cn3cnc(C(=O)N4CCC(C(=O)NCc5ccccc5)CC4)c3CO2)cc1 (stereo unspecified),58.8%[activator]
COc1ccccc1C(=O)N1CCC2CCN(C(=O)c3ccccc3)C2C1 (stereo unspecified),-8.1%
COc1ccc(N2CCN(C(=O)Cn3c(-c4cnccn4)nc(C)c(C)c3=O)CC2)cc1,21.6%
O=C(c1ccc2c(c1)OCO2)N1CCC2(CNc3ccccc3[S+](=O)([O-])N2)C1 (stereo unspecified),18.1%
O=C1NC[C@@H](CCC(=O)N2CCCCC2)N2C[C@@H](NC(=S)Nc3ccc(Cl)cc3)C[C@@H]12,?
CN1CCCN(C(=O)c2ccsc2)c2ccccc21,8.2%
COCCNC(=O)C1COC2(CCN(C(=O)c3ccccc3Cl)CC2)N1C(=O)c1ccccc1C (stereo unspecified),13.4%
CC(C)Cc1cnc(C2CCCN(C(=O)c3ccc(Cl)cc3)C2)[nH]1 (stereo unspecified),4.2%[6.33 µM]
CNC(=O)[C@@H](c1ccccc1F)N1CCC[C@H]1C(=O)NCC1CC1,?
CCOc1ccccc1NC(=O)C1c2ccccc2C(=O)N(CCOC)C12CCCCC2 (stereo unspecified),28.4%
O=C(Nc1ccccc1)N1CCC(c2nnc3n2CCNC3)CC1,?
Cc1nc(C)c(C(=O)N2CCCC(c3nn(C)c(=O)n3C(C)C)C2)s1 (stereo unspecified),33.5%
COc1cccc(C(=O)N2CCCC(c3noc(COc4ccccc4)n3)C2)c1 (stereo unspecified),33.0%[activator]
CN(C)Cc1nnc(C2CC(NC(=O)c3coc4ccccc34)C2)n1C (stereo unspecified),1.3%&45.6%
O=C(CN1CCCC1=O)NCC1Cn2cccc2C(=O)N1Cc1ccccc1 (stereo unspecified),11.9%
CSCC[C@H](N)C(=O)N1CCC2(CCC(=O)N(Cc3ccccc3)C2)CC1,?
O=C(CN1C(=O)C(c2ccccc2)=NC12CCCC2)Nc1cccc(C(F)(F)F)c1,40.3%
O=C(C1CCc2nnc(-c3ccc(Cl)cc3Cl)n21)N1CCOCC1 (stereo unspecified),?
O=C(CCn1ccn2nc3c(c2c1=O)CCCC3)Nc1cccc(F)c1,7.4%
Cc1ccc(CNC(=O)C2CCCN(c3cnn(Cc4ccccc4)c(=O)c3)C2)o1 (stereo unspecified),?
